From PubChem
AMA1-RON2 inh: inhibitors of Plasmodium falciparum AMA1-RON2 interaction. AlphaScreen AMA1-biotinylated RON2 peptide binding. hit rate 0.2% among 360,000. Potency, µM (doses to about 58.2 µM), for inactives: top-dose activity change, negative = inhibition, hits mostly inhibitors;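 also: potency is read from the fitted curve at half-maximal effect; 0% = vehicle wells and -100% = peptide control; nearly all actives have a fitted effect of over 45% in size; some results filed as inactive show a strong effect at the top dose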
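AMA1 (3D7) with his tag at 25 nM final met compounds first, then biotinylated RON2 peptide at 25 nM; detection used donor plus acceptor beads, 10 µg/mL apiece, read by AlphaScreen after 30 min at room temperature.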
Cycloheximide cs: counter-screen for Shiga toxin inhibitors: cycloheximide protein synthesis inhibition; cell reporter, cycloheximide protein synthesis inhibition counterscreen; max response, %; hit rate 12% among 300,000; in the data active = max response mostly above about 13%, no sharp cut-off; inactive = mostly below about 14%; also: read at 38.3 µM for the half of the compounds with a filed dose; 0% is about no effect
AmpC no deterg: inhibitors of E. coli AmpC beta-lactamase without detergent. AmpC nitrocefin hydrolysis, absorbance 480 nm, 0.0001% Triton. Potency, µM (top dose mostly 57.1 µM), for the others: at the top dose activity change, negative = inhibition, hits mostly inhibitors. hit rate 0.52% among 330,000;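 also: potency is read from the fitted curve at half-maximal effect; plate controls were no compound for no effect and no enzyme for full effect; nearly all actives have a fitted effect of over 20% in size; some results filed as inactive show a strong effect at the top dose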
Target sequence (P00811 whole entry, looked up): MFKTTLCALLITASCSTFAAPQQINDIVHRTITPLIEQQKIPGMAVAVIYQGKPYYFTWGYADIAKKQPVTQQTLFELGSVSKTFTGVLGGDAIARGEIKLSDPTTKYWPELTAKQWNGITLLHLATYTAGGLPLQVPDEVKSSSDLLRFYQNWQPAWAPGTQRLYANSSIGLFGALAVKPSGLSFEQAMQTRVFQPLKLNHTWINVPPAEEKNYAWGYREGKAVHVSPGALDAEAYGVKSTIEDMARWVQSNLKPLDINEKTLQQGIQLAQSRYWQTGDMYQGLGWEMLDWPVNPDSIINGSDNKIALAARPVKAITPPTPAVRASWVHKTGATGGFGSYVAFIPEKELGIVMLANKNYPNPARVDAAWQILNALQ
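AmpC (5.3 nM in the dispensed reagent) in 20 mM phosphate pH 7.0 with 0.01% (detergent screen) or 0.0001% Triton X-100 was preincubated with compounds for 15 min at room temperature. Nitrocefin was then added from an 800 uM solution, and hydrolysis was followed at 480 nm.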
Shiga toxin inh: inhibitors of Shiga toxin in Vero cells. Vero cells, Shiga toxin protein synthesis inhibition reporter. inhibition, % at 38.7 µM. hit rate 9.2% among 290,000. AID 2315; in the data active = inhibition mostly above about 28%, no sharp cut-off; inactive = mostly below about 43%; also: 0% is about no effect
HCMV antiviral: human cytomegalovirus inhibition | HFF cells, HCMV-luciferase reporter, 72 h; active compounds read low | activity change, negative = inhibition, % at 57.5 µM | hit rate 4.5% among 410,000 | AID 1259415; in the data active = activity change below about -60%; inconclusive = no clear call, values can overlap the other calls; inactive = above about -39%; also: % is scaled to controls: 0 for no effect and ±100 for the full control effect
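After 16 h attachment at 37C, HFF cells received test compound and HCMV-luciferase (1 PFU/cell); reporter luminescence read 72 h later, data normalized against buffer-only and known inhibitor Salinomycin.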
FBPA Giardia inh: blocks Giardia fructose-bisphosphate aldolase activity. Potency, µM (series often up to 59.6 µM), without a hit: top-dose activity, negative = inhibition, hits mostly inhibitors. hit rate 0.71% among 290,000. A8B2U2. purified Giardia FBPA; also: potency is read from the fitted curve at half-maximal effect; % is scaled to controls: 0 for no effect and ±100 for the full control effect; nearly all actives have a fitted effect of over 55% in size
Target sequence (A8B2U2 whole entry, looked up): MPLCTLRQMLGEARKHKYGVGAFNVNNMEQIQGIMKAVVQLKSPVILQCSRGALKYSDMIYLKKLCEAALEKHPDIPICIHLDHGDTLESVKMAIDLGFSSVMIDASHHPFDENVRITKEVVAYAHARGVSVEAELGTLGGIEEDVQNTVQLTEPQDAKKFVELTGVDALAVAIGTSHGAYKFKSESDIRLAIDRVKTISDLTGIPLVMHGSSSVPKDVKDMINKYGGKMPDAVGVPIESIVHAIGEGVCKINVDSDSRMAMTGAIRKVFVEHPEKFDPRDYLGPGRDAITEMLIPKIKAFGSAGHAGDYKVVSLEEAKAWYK
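Giardia FBPA (40 nM reagent) was preincubated 10 min at RT with compound (up to 57.5 uM final), then substrate plus GAPDH/TPI/NAD/arsenate coupling system with diaphorase/resazurin was added; resorufin fluorescence (525/598 nm) was read after 20 min.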
AmpC detergent: AmpC beta-lactamase inhibition with detergent present. hit rate 0.041% among 370,000. Potency, µM (highest dose often 114 µM), without a hit: top-dose activity change, negative = inhibition, most hits filed as inhibitors. P00811. AmpC hydrolysis of nitrocefin, absorbance 480 nm, 0.01% Triton;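 also: potency is read from the fitted curve at half-maximal effect; 0% = no-compound wells and -100% = no-enzyme wells; nearly all actives have a fitted effect of over 25% in size; some results filed as inactive show a strong effect at the top dose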
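AmpC (5.3 nM in the dispensed reagent) in 20 mM phosphate pH 7.0 with 0.01% (detergent screen) or 0.0001% Triton X-100 was preincubated with compounds for 15 min at room temperature. Nitrocefin was then added from an 800 uM solution, and hydrolysis was followed at 480 nm.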
An asterisk follows results filed as active; ? = inconclusive; nt = not tested or not shown; [ ] = remark or other dose. Unless noted, calls follow the shape of the dose curve; as a rule, active = well fitted curve in the direction sought with a large enough effect; inconclusive = small, poorly fitted or top-dose-only effect, or another doubt; inactive = no such curve, though single readings can be large; an effect the other way counts as inactive or inconclusive.

no.	Molecule	AMA1-RON2 inh	Cycloheximide cs	AmpC no deterg	Shiga toxin inh	HCMV antiviral	FBPA Giardia inh	AmpC detergent
1	CCOc1ccc(C(=O)NC2CCN(C(=S)Nc3ccccc3C)CC2)cc1	9%	1	-18%	-14	-19	1%	?
2	Cc1cc(C)c(S(=O)(=O)NCc2ccc3c(c2)cc(C)n3C)c(C)c1	-24%	1	-35%	-9	-93*	-8%	?
3	Cc1ccccc1N1C(=O)CC(c2c[nH]c3ccccc23)C1=O (stereo unspecified)	-5%	-3	-10%	10	-17	-1%	1%
4	O=C1c2ccccc2C(Nc2ccc3nc(-c4cccnc4)[nH]c3c2)N1Cc1ccco1 (stereo unspecified)	-16%	6	-19%	-7	-36	15%	-13%
5	Cc1cc(=O)[nH]n(CCO)c1=O	1%	0	-21%	6	-20	2%	?
6	O=C(O)CCn1nnc2ccccc21	-1%	7	-12%	6	-18	7%	-6%
7	COc1cccc(NC(=O)CSc2ccc(-c3sc(C)nc3C)nn2)c1	-7%	1	52%	-3	13	5%	-1%
8	CC(=O)Nc1cccc(NC(=O)Nc2cccc(Cl)c2C)c1	6%	-3	-47%	-3	-71*	2%	-4%
9	COc1cccc(C(=O)NCCSc2ccc(Br)cc2)c1	10%	3	-18%	1	-5	0%	?
10	CCOC(=O)N1CCc2c(sc3nc[nH]c(=O)c23)C1	10%	2	-16%	-5	13	2%	-2%
11	CCC(=O)N1CCN(c2ccc(NC(=O)c3ccccc3)cc2)CC1	-26%	10	-7%	47*	11	4%	-14%
12	Cc1ccccc1CSc1nnc(NC(=O)Cc2cccs2)s1	13%	4	-40%	-13	-5	4%	-9%
13	CCOC(=O)C1CCCN(Cc2cccs2)C1 (stereo unspecified)	-30%	-7	-4%	27	21	?	-5%
14	O=C1CCC(C(=O)OCc2cc(Cl)ccc2OC(F)F)N1 (stereo unspecified)	0%	-1	-7%	11	-31	10%	?
15	O=C(NC(=S)N1CCN(c2ccc([N+](=O)[O-])cc2Cl)CC1)c1ccco1	39%[activator]	1	-1%	-5	43	4%	-10%
16	CCn1c(C)cc(C=C2C(=O)c3ccccc3C2=O)c1C	-6%	62*	2%	82*	32	-26%	-1%
17	Brc1ccc(C2NCCS2)cc1 (stereo unspecified)	11%	-3	-10%	24	-26	-15%	2%
18	CC(=O)c1sc(NC(=O)c2cccc(N3C(=O)CCC3=O)c2)nc1-c1ccccc1	16%	nt	-11%	nt	17	nt	-12%
19	COc1cc(C(=O)NCc2nnc(SCC(=O)NCc3ccco3)o2)cc(OC)c1OC	-1%	-3	-3%	-13	-21	nt	-6%
20	Cc1ccc(NC(=O)c2cccc(S(=O)(=O)N(C)C3CCCCC3)c2)nc1	-3%	nt	?	nt	-31	nt	?
21	CCS(=O)(=O)c1nc(S(=O)(=O)c2ccc(Cl)cc2)c(NCCOC)s1	8%	11	32%	4	?	8%	-7%
22	CCOC(=O)c1nc(NCc2ccccc2)c2ccccc2n1	18%	40*	-23%	116*	-40	8%	3%
23	CC1CCCC(C)N1C(=O)CSc1nnnn1-c1cccc2c1CCCC2 (stereo unspecified)	11%	6	10%	-14	-38	-1%	0%
24	COc1ccc(NC(=S)Nc2ccccc2Cl)cn1	-1%	-2	-16%	-3	?	-3%	?
25	O=C(Cc1ccccc1[N+](=O)[O-])NNC(=O)Nc1ccc2c(c1)OCO2	47%[activator]	0	-12%	2	-3	0%	?

Some entries already given with just AmpC detergent and HCMV antiviral.
no.	molecule	AmpC detergent	HCMV antiviral
17	Brc1ccc(C2NCCS2)cc1 (stereo unspecified)	2%	-26
18	CC(=O)c1sc(NC(=O)c2cccc(N3C(=O)CCC3=O)c2)nc1-c1ccccc1	-12%	17

Later entries
no.	Molecule	AMA1-RON2 inh	Cycloheximide cs	AmpC no deterg	Shiga toxin inh	HCMV antiviral	FBPA Giardia inh	AmpC detergent
26	OCC12COC3c4ccccc4C(OC1)N32 (stereo unspecified)	-5%	1	-11%	-8	20	2%	1%
27	Cc1ccc(N2CCN(S(=O)(=O)N(C)C)CC2)c(C)c1	6%	1	13%	-34	1	9%	-15%
28	COc1cccc(-c2noc(C3CCCN(C(=O)c4ccccc4OC)C3)n2)c1 (stereo unspecified)	-6%	52*	126%[activator]	48*	13	9%	1%
29	Cc1ccccc1NC(=O)CN1CCC(NC(=O)Nc2ccccc2)CC1	1%	1	-54%	-12	-31	5%	-14%
30	N#Cc1ccsc1NC(=O)CN(Cc1ccccc1)Cc1ccccc1	32%[activator]	15	-42%	13	-2	-5%	-10%
31	Fc1cccc(Cl)c1C1Nc2cccc3cccc(c23)N1	-26%	24*	-31%	34	-33	-8%	2%
32	Cc1ccc(C(=O)N/C(=C\c2cn(C)c3ccccc23)C(=O)N2CCN(C)CC2)cc1	-10%	2	67%[activator]	-2	12	nt	1%
33	CCN(CC)C(=O)CSc1nnc(-c2ccccn2)n1-c1ccc(C)c(C)c1	-9%	0	47%	-3	-14	0%	-7%
34	O=C(Nc1cccnc1)c1ccc(COc2ccccc2Br)o1	-7%	-2	-13%	16	39	1%	0%
35	O=C1COc2ccc(C(=O)COC(=O)C3CCN(S(=O)(=O)c4cccs4)CC3)cc2N1	-3%	-4	-14%	-21	-10	1%	-6%
36	CC1CCN(C(=O)c2[nH]cnc2C(=O)Nc2ccccc2)CC1	80%[activator]	nt	-12%	nt	-9	nt	nt
37	Cc1cc(C)cc(NC(=S)N2CCC(NC(=O)c3ccccc3C)CC2)c1	18%	-3	-13%	-23	-14	-3%	-1%
38	O=c1[nH]c(Cc2ccccc2)nc2ccccc12	4%	-4	-10%	-50	51	-10%	-1%
39	CC1=C(c2ccc(Cl)cc2)[N+](=O)C(C)(C)N1[O-]	-2%	-5	-4%	-4	-14	-2%	?
40	Nc1nc(COC(=O)C2CC(=O)N(CCc3ccccc3)C2)nc(Nc2ccccc2)n1 (stereo unspecified)	17%	nt	-1%	nt	7	nt	-19%
41	COc1ccc(NC(=O)CSc2ccc(-c3ccco3)nn2)cc1	-8%	9	-34%	14	-66*	nt	-5%
42	Clc1ccc(OCc2nn3c(-c4ccncc4)nnc3s2)cc1	8%	-2	-6%	-12	6	2%	-9%
43	NNC(=O)CNC(=O)c1ccccc1F	15%	14	-8%	-4	44	6%	-9%
44	COc1ccc(NC(=O)CN(C)C(=O)CN2C(=O)c3ccc([N+](=O)[O-])cc3C2=O)cc1	-3%	-2	-42%	-6	9	nt	-7%
45	c1ccc(-c2cc(N3CCCCC3)c3ccccc3n2)cc1	-5%	-6	-21%	-5	-6	0%	4%
46	COC(=O)c1ccc(CSc2nnc(-c3c[nH]c4ccccc34)n2C)o1	-10%	6	-19%	-9	-13	4%	0%
47	Cc1ccc(NC(=O)CSc2nc(=O)n(Cc3ccncc3)c3c2CCC3)c(C)c1	0%	nt	-18%	nt	-22	nt	-1%
48	CN(CC(=O)Nc1nc2ccccc2s1)S(=O)(=O)c1ccccc1	1%	29*	-17%	61*	19	4%	?
49	O=C(COC(=O)c1ccc2c(c1)C(=O)N(c1cccc3ncccc13)C2=O)c1ccc(Cl)cc1	-2%	1	-9%	-9	-89*	1%	-6%
50	O=c1c2[nH]c3ccccc3c2ncn1Cc1ccco1	4%	2	-9%	16	16	1%	-2%

Laid out differently: results already given.
#46 COC(=O)c1ccc(CSc2nnc(-c3c[nH]c4ccccc34)n2C)o1
#47 Cc1ccc(NC(=O)CSc2nc(=O)n(Cc3ccncc3)c3c2CCC3)c(C)c1
#48 CN(CC(=O)Nc1nc2ccccc2s1)S(=O)(=O)c1ccccc1
#49 O=C(COC(=O)c1ccc2c(c1)C(=O)N(c1cccc3ncccc13)C2=O)c1ccc(Cl)cc1
#50 O=c1c2[nH]c3ccccc3c2ncn1Cc1ccco1

| screen / no. | 46 | 47 | 48 | 49 | 50 |
| --- | --- | --- | --- | --- | --- |
| AMA1-RON2 inh | -10% | 0% | 1% | -2% | 4% |
| Cycloheximide cs | 6 | nt | 29* | 1 | 2 |
| AmpC no deterg | -19% | -18% | -17% | -9% | -9% |
| Shiga toxin inh | -9 | nt | 61* | -9 | 16 |
| HCMV antiviral | -13 | -22 | 19 | -89* | 16 |
| FBPA Giardia inh | 4% | nt | 4% | 1% | 1% |
| AmpC detergent | 0% | -1% | ? | -6% | -2% |

(listing goes on)
no.	Molecule	AMA1-RON2 inh	Cycloheximide cs	AmpC no deterg	Shiga toxin inh	HCMV antiviral	FBPA Giardia inh	AmpC detergent
51	COc1ccccc1OCC(=O)Nc1cccc(-c2nc3ccccc3o2)c1	0%	12	3%	21	37	-2%	?
52	CCC1=C/C(=C/N(C)c2ccccc2)C(=O)S1	6%	9	-28%	10	43	-24%	?
53	CCOC(=O)c1nn(-c2sc(C(=O)OC)c(C)c2C(=O)OC)cc1O	8%	4	-2%	4	-18	-4%	2%
54	O=C(Cc1cccs1)N(c1ccc(Cl)cc1)C1C=CS(=O)(=O)C1 (stereo unspecified)	2%	-3	-8%	-17	?	6%	-10%
55	O=C(COC(=O)CNS(=O)(=O)c1c(Cl)cccc1Cl)Nc1ccccc1Sc1ccccc1	0%	1	0%	9	?	-4%	-11%
56	COC(=O)Nc1ccc(S(=O)(=O)Nc2ccc(C(=O)O)cc2)cc1	0%	-3	-11%	28	-24	26%	6%
57	Cc1ccc(N(CC(=O)N2CC(=O)Nc3ccccc32)S(=O)(=O)c2ccc3c(c2)OCCO3)cc1	0%	-1	-36%	-3	-63*	-5%	?
58	CC(C)(C)c1ccc(OCC(=O)N2CCCCCC2)c(Br)c1	-17%	43*	78%[activator]	120*	19	-4%	-2%

Fetched by compound from above (two):
no.	Molecule	AMA1-RON2 inh	Cycloheximide cs	AmpC no deterg	Shiga toxin inh	HCMV antiviral	FBPA Giardia inh	AmpC detergent
8	CC(=O)Nc1cccc(NC(=O)Nc2cccc(Cl)c2C)c1	6%	-3	-47%	-3	-71*	2%	-4%
26	OCC12COC3c4ccccc4C(OC1)N32 (stereo unspecified)	-5%	1	-11%	-8	20	2%	1%
